p53ts 39C kill: p53ts cell cytotoxicity, nonpermissive temperature. H1299-p53A138V viability at 39C, ATP luminescence, 24 h. Potency, µM (series often up to 46.1 µM), without a hit: at the top dose activity change, negative = cell killing, actives largely listed as cytotoxic. hit rate 1.5% among 130,000; further: nearly all actives have a fitted effect of over 55% in size
IkB sig inh: suppresses IkB signaling in ABC-DLBCL reporter cells. ABC-DLBCL IkBa-CBG/CBR dual luciferase ratio, 4 h; response scale: scaled: untreated 0%, proteasome inhibitor 100%. Potency, µM (titrated, usually from 57.1 µM), for inactives: at the top dose IkBa stabilization activation. hit rate 0.04% among 110,000; active means well fitted curve in the direction sought with a large enough effect in the signal ratio, not every such curve was filed as active; inconclusive means small, poorly fitted or top-dose-only effect, or a change in a side signal; the % refers to the signal ratio;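 further: the direction sought is a rising ratio; 0% = basal untreated cells and 100% = reference inhibitor full response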
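In this assay, an IκBα–CBG68 fusion accumulates when IKK-driven degradation is blocked; native CBR normalizes for cell number. OCI-Ly3 cells were treated 4 h with compound and doxycycline, then green and red light read after Chroma-Glo addition.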
Peg3 imprint: induces erasure of genomic imprints in mouse ES cells | Potency, µM (doses to about 60.7 µM), for inactives: top-dose activity change, positive = activation, usual class: activators | AID 1948 | mouse ES Peg3-LacZ reporter, beta-gal luminescence, 40 h | hit rate 0.02% among 110,000;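 further: 0% = negative control wells on the plate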
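Readout: BetaGlo luminescence (5 min, room temp) for LacZ from the normally silent maternal Peg3 allele in female Peg3LacZ-Neo ES cells. Cells 300/well, 40 h, 37C, 5% CO2. Data normalized per plate to negative controls.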
p53ts 32C kill: cytotoxicity in p53ts cells at permissive temperature; H1299-p53A138V at 32C, ATP luminescence viability, 24 h; Potency, µM (highest dose often 46.1 µM), for inactives: top-dose activity change, negative = cytotoxicity, most hits filed as cytotoxic; hit rate 0.93% among 130,000; AID 924;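 further: 0% = DMSO and -100% = full killing by reference compound; nearly all actives have a fitted effect of over 55% in size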
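Cells: H1299 p53ts (A138V), 600/well, pre-incubated 16–30 h at 37C. Cpd up to 46 uM, 24 h, 32C. Readout: ATPlite luminescence, 20 min RT. Normalization: DMSO vs tamoxifen 100 uM. AC50 by Hill equation.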
Numbers without * were called inactive; u = inconclusive; x = not tested or not shown; [ ] = dose if it differs, or a comment. Unless noted, the call rests on the fitted dose curve; in most records, active means well fitted curve in the direction sought with a large enough effect; inconclusive means small, poorly fitted or top-dose-only effect, or another doubt; inactive means no such curve, though single readings can be large; an effect the other way counts as inactive or inconclusive. Unless noted, on the % scale 0 is the no-effect control and ±100 the full control effect; potency means the concentration at half of the fitted maximal effect.

nr	Compound	p53ts 39C kill	p53ts 32C kill	IkB sig inh	Peg3 imprint
1	Clc1cccc(Cl)c1-c1nnc2ccc(N3CCOCC3)nn12	17%	7%	-0.6%	-23%
2	Cc1ccc(NC(=O)Nc2sc3nc4n(c(=O)c3c2C)CCC(C)CC4)c(Cl)c1 (stereo not drawn)	-4%	7%	u	-5%[10.9 µM]
3	Cc1ccc(C(=O)c2cn(Cc3ccc(F)cc3)c3nc(C)ccc3c2=O)cc1	-17%	-5%	u	-11%[10.9 µM]
4	Cn1c(SCc2nc3ccccc3[nH]2)nnc1-c1cnccn1	8%	4%	-0.2%	-8%
5	CC(=O)c1cc2c(cc1NC(=O)C1CC=CCC1C(=O)O)OCO2 (stereo not drawn)	19%	2%	3.9%	4%
6	CS(=O)(=O)N(CC(=O)O)Cc1ccccc1	4%[9.22 µM]	9%[9.22 µM]	0.5%[11.4 µM]	-14%[10.9 µM]
7	CCOc1cccc(C(=O)Nc2c(C(=O)c3ccc(OC)cc3)oc3ccccc23)c1	19%	-9%	-0.1%	5%[10.9 µM]
8	CCCCCCc1cc2cc(-c3nnc(-c4cc(OC)c(OC)c(OC)c4)o3)c(=O)oc2cc1O	-22%	-10%	x	x

Random excerpt: seven entries already listed
nr	Compound	p53ts 39C kill	p53ts 32C kill	IkB sig inh	Peg3 imprint
3	Cc1ccc(C(=O)c2cn(Cc3ccc(F)cc3)c3nc(C)ccc3c2=O)cc1	-17%	-5%	u	-11%[10.9 µM]
4	Cn1c(SCc2nc3ccccc3[nH]2)nnc1-c1cnccn1	8%	4%	-0.2%	-8%
6	CS(=O)(=O)N(CC(=O)O)Cc1ccccc1	4%[9.22 µM]	9%[9.22 µM]	0.5%[11.4 µM]	-14%[10.9 µM]
2	Cc1ccc(NC(=O)Nc2sc3nc4n(c(=O)c3c2C)CCC(C)CC4)c(Cl)c1 (stereo not drawn)	-4%	7%	u	-5%[10.9 µM]
1	Clc1cccc(Cl)c1-c1nnc2ccc(N3CCOCC3)nn12	17%	7%	-0.6%	-23%
5	CC(=O)c1cc2c(cc1NC(=O)C1CC=CCC1C(=O)O)OCO2 (stereo not drawn)	19%	2%	3.9%	4%
8	CCCCCCc1cc2cc(-c3nnc(-c4cc(OC)c(OC)c(OC)c4)o3)c(=O)oc2cc1O	-22%	-10%	x	x

Other records follow.
nr	Compound	p53ts 39C kill	p53ts 32C kill	IkB sig inh	Peg3 imprint
9	COc1cc(NC(=O)NCCn2nnc3cc(S(=O)(=O)N(C)C)ccc32)cc(OC)c1	-4%	-1%	0.8%	-10%[10.9 µM]
10	O=C(CCn1c(=O)c2cccn2c2cccnc21)N1CCN(c2ccccc2)CC1	-9%	-2%	-0.9%	24%[10.9 µM]
11	CCOc1ccc(NC(=O)N2CCN(CC)CC2)cc1	1%	-10%	-0.2%	u
12	CCC(C)(C)NC(=O)C(c1ccc(OC)cc1)N(CC1CCCO1)C(=O)CCC(=O)Nc1cc(C)on1 (stereo not drawn)	2%	-12%	x	x
13	c1ccc2ccccc2c1	2%	-4%[1.84 µM]	0.3%	-3%
14	COc1ccc2[nH]cc(CCNC(=O)Nc3c(C)cccc3C)c2c1	-3%	10%	u	-12%[10.9 µM]
15	CC1=C(c2ccc(C)c(C)c2)S(=O)(=O)N=C1N1CCC(C(=O)NCc2ccc(C)o2)CC1	-23%	0%	2.5%	16%[10.9 µM]
16	COc1ncc2nc(C)c(=O)n(CCc3ccccc3)c2n1	-4%	7%	-2.2%[11.4 µM]	-1%
17	CCn1c(=O)c2sccc2n2c(CCCC(=O)Nc3ccc(OC)c(OC)c3)nnc12	-7%	-4%	-1.2%	-14%[10.9 µM]
18	CC(Sc1ccc2c(c1)OCCO2)C(=O)Nc1ccc2c(c1)OCO2 (stereo not drawn)	1%	-2%	4.2%	-22%
19	CC1CCCCC1NC(=O)CCn1c(=O)oc2ccccc21 (stereo not drawn)	-4%	16%	-0.9%	-16%
20	CN(C(=O)COC(=O)C1c2ccccc2Oc2ccccc21)C1CCS(=O)(=O)C1 (stereo not drawn)	6%	-2%	0.1%	6%
21	O=S(=O)(c1ccccc1)c1nc(-c2ccco2)oc1N1CCCCCC1	-1%	12%	1.5%	-27%
22	CCOC(=O)c1cccc(NS(=O)(=O)c2cnc[nH]2)c1	-8%	3%	-1.8%	15%
23	Cc1ccc2nsnc2c1NS(=O)(=O)c1c(C)ccc2nsnc12	6%	2%	2.8%	-5%
24	COc1ccc(Nc2ccnc3ccccc23)cc1	10%	2%	1.5%	-5%
25	CCC1=NN=C(c2ccc(F)cc2)C(c2c[nH]c3ccccc23)N1O (stereo not drawn)	-3%	-8%	x	x
26	COc1ccc(CCNC(=O)CCn2c(=O)c3ccccc3n(Cc3c(C)cc(C)cc3C)c2=O)cc1OC	13%	15%	2.9%	-4%[10.9 µM]
27	O=C1NCCc2cc3c(cc21)OCO3	8%	-1%	x	x
28	CCOC(=O)C[C@@H](C(=O)OCC)[C@@H]1CCCCC1=O	14%[9.22 µM]	5%[9.22 µM]	x	x
29	CCOC(=O)N1CCN(Cc2nc(-c3ccc(OC)cc3)no2)CC1	-2%	0%	6.0%	-17%
30	CCC(C)n1c(=N)c(C(=O)NC2CCCCC2)cc2c(=O)n3ccccc3nc21 (stereo not drawn)	3%	-13%	-2.4%	-6%[10.9 µM]
31	CC(C)C(=O)Nc1ccc(NC(=O)c2ccccn2)cn1	13µM*	7.9µM*	1.1%	-84%[inhibitor]
32	Cc1c(N=Cc2ccc[nH]2)c(=O)n(-c2ccccc2)n1C	4%	3%	1.5%	2%
33	Cc1cccc2c1-c1sc(C(=O)N(C)c3cccc(C(F)(F)F)c3)cc1CO2	u	13%	-0.6%	u
34	COc1ccc(-c2cc(C(=O)OCC(=O)c3ccc(C)cc3)c3cccc(Cl)c3n2)cc1	2%	1%	5.7%	-18%[10.9 µM]
35	Cc1ccc(NC(=O)C2CCC(=O)N2)cc1C (stereo not drawn)	5%	-8%	x	x
36	Cc1ccc(Cn2c(=O)n(Cc3ccc(C(=O)NC4CCN(Cc5ccccc5)CC4)cc3)c(=O)c3ccccc32)cc1	33%[activator]	2%	5.6%	-8%[10.9 µM]
37	S=c1[nH]nc(Cc2c[nH]c3ccccc23)o1	-1%	-6%	3.6%	-29%
38	Cc1ccc(C)c(S(=O)(=O)Nc2ccc(O)cc2)c1	-1%	-10%	8.2%	-8%
39	COc1ccccc1NC(=O)C1CCN(c2ncccn2)CC1	10%	6%	-0.2%	-4%
40	Cc1ccc(-n2ncc(C#N)c2/N=C/N2CCN(C)CC2)cc1	12%	6%	0.0%	-5%
41	CCC(=O)N1CCc2cc(S(=O)(=O)NCCC(=O)NC3CCCc4ccccc43)ccc21 (stereo not drawn)	-3%	4%	0.5%	-17%
42	CCCCCc1ccc(-c2ccc(C(=O)Oc3ccc(C(=O)OC)cc3)cc2)nc1	-2%	-10%	u	-11%[10.9 µM]
43	CCOc1ccccc1NC(=O)NC1CC2CCCC(C1)N2Cc1nnnn1CCc1ccccc1 (stereo not drawn)	10%	11%	1.0%	-12%
44	O=C(c1ccco1)N1CCN(C(=O)N2CCOCC2)CC1	9%	-1%	x	x
45	O=C(O)CSC1CC(=O)N(c2cccc(Cl)c2)C1=O (stereo not drawn)	5%	1%	-1.8%	5%
46	CN(C)S(=O)(=O)c1ccc(C(=O)NCc2ccccc2)cc1	13%	3%	0.5%	-1%
47	CCOC(=O)c1ccc(N=c2sc(C(=O)OC)cc(=O)n2C2CC2)cc1	-8%	-5%	1.3%	1%
48	CCOC(=O)Cn1c(CN2CCc3ccccc3C2)nc2c1c(=O)n(C)c(=O)n2C	1%	4%	3.1%	-7%
49	Cc1ccc2c(CC(=O)Nc3nnc(C(C)C)s3)coc2c1C	-4%	-3%	-3.2%	5%[10.9 µM]
50	C=CCNc1ccc(F)c(F)c1N1CCCCCC1=O	-3%	-10%	0.5%	-12%
51	CC(C)(C)NC(=O)C(c1ccncc1)N(Cc1cccs1)C(=O)Cn1nnc(-c2ccc(F)cc2)n1 (stereo not drawn)	-12%	-10%	x	x
52	CSCC[C@H](NC(=O)NCCc1ccc(F)cc1)C(=O)O	7%	-1%	-0.2%	-3%
53	O=C(c1cc(-c2ccncc2)nc2ccc(Cl)cc12)N1CCN(C(=O)C2CCCO2)CC1 (stereo not drawn)	-5%	-2%	u	2%
54	c1ccc(-c2ccc(-c3nc(-c4cccnc4)no3)cc2)cc1	-28%	u	-3.0%	-50%[inhibitor]
55	COc1ccc(-n2c(=O)c3ccccc3n(CC(=O)NC3CCCCC3)c2=O)c(OC)c1	-4%	-1%	-0.2%	-6%
56	COc1ccccc1NC(=O)Cn1nc2c3cc(F)ccc3n(Cc3cccc(C)c3)cc-2c1=O	-20%	1%	u	8%[10.9 µM]

Three compounds already listed, sorted by molar mass, rising.
nr	Compound	p53ts 39C kill	p53ts 32C kill	IkB sig inh	Peg3 imprint
49	Cc1ccc2c(CC(=O)Nc3nnc(C(C)C)s3)coc2c1C	-4%	-3%	-3.2%	5%[10.9 µM]
56	COc1ccccc1NC(=O)Cn1nc2c3cc(F)ccc3n(Cc3cccc(C)c3)cc-2c1=O	-20%	1%	u	8%[10.9 µM]
51	CC(C)(C)NC(=O)C(c1ccncc1)N(Cc1cccs1)C(=O)Cn1nnc(-c2ccc(F)cc2)n1 (stereo not drawn)	-12%	-10%	x	x

(list continues)
nr	Compound	p53ts 39C kill	p53ts 32C kill	IkB sig inh	Peg3 imprint
57	O=C(NC1CCSC1=O)c1ccc(Cl)cc1 (stereo not drawn)	-5%	-4%	0.3%	-2%
58	COCCCn1c(=O)c2sccc2n2c(CCCC(=O)Nc3cc(C)cc(C)c3)nnc12	0%	8%	0.0%	-12%[10.9 µM]
59	COC(=O)C(O)(NC(=O)OCc1ccccc1)C(F)(F)F (stereo not drawn)	-2%	12%	-1.9%	-1%
60	CCOC(=O)C1CCN(C(=O)Cn2c(=O)oc3cc(S(=O)(=O)N4CCC(C)CC4)ccc32)CC1	-11%	-2%	0.9%	-13%[10.9 µM]
61	CCOC(=O)c1c(C)c(-c2ccccc2)n(CC(=O)Nc2cc(OC)cc(OC)c2)c1C	u	u	-0.5%	-9%[10.9 µM]
62	CC(=O)c1cccc(NC(=O)CCNS(=O)(=O)c2cccc(C(C)=O)c2)c1	-3%	-5%	0.5%	-9%
63	Cc1cc(C)c(NC(=O)Cn2nnc(C(=O)Nc3ccc(F)cc3F)c2N)c(C)c1	-23%	1%	-1.6%	-6%[10.9 µM]
64	c1ccc2c(SCc3cn4cccnc4n3)ncnc2c1	-2%	2%	-0.3%	-9%
65	O=C(Oc1cccc2ccccc12)c1ccncc1	-4%	6%	x	x
66	COc1cccc(C(=O)N(Cc2cc3cc(C)ccc3[nH]c2=O)C(C)C)c1	-21%	8%	4.1%	-4%
67	COc1cc(NC(=O)Cn2ncc3c([nH]c4ccc(C)cc43)c2=O)cc(OC)c1OC	-2%	2%	1.7%	-5%[10.9 µM]
68	O=C(CSc1nnc(Cc2ccccc2)o1)NCCN1C(=O)CSC1=O	-19%	-3%	1.3%	-8%
69	CCCN1C(=O)c2cc(C(=O)NCCc3cccc(C)c3)ccc2C1O (stereo not drawn)	-2%	2%	-2.8%	-9%
70	Cc1cc(NC(=O)c2ccoc2C)no1	-13%	8%	x	x
71	O=C(CN1CCN(Cc2ccccc2)C1=O)NCc1ccc(Cl)cc1	-4%	-5%	-0.2%	-4%
72	COc1cc(OC)cc(C(=O)NCCCN2CCOCC2)c1	12%	-6%	x	x
73	Cn1nc(CC(=O)Nc2cccc3ncccc23)c2ccccc2c1=O	-11%	-12%	8.6%	-8%
74	CC(NC(=O)c1ccc2nc(Cc3ccccc3)oc2c1)c1ccccc1 (stereo not drawn)	-8%	-5%	1.0%	7%[10.9 µM]
75	COc1ccccc1NC(=O)c1oc2ccccc2c1NC(=O)c1c(F)cccc1F	-15%	-8%	1.8%	-12%[10.9 µM]
76	CN(C)c1ccc(C(CNC(=O)COc2ccc(Cl)cc2)N2CCOCC2)cc1 (stereo not drawn)	-6%	-6%	3.9%	-7%[10.9 µM]

Source: PubChem
